# Insulin prom inh: TRM-6 insulin promoter activity inhibition; TRM-6 cells (human fetal islet line), insulin promoter-eGFP reporter, imaging; reporter expression induced with tamoxifen; inhibition, % at 2 µM; AID 1273; hit rate 0.9% among 130,000;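 active = inhibition above the mean plus 3 SD, with well images judged a real hit on visual review, cut at about 60% in these data, passing the limit was not always enough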
# SDO1 yeast rescue: restores growth of sdo1-depleted yeast; S. cerevisiae sdo1-depleted JHY4D growth rescue, OD600 30 h; stronger effect = higher value; pdr5 snq2 efflux-pump mutant strain; z-score at 10 µM; hit rate 0.21% among 140,000; AID 817;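 active = z-score above 3 at both the 24 hr and the 30 hr optical density reads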;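 note: z-score against mean and SD of all compound wells on the same plate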
# SDO1 yeast rescue Rescue 24 h: recorded beside SDO1 yeast rescue, whose call it bears; z-score; S. cerevisiae sdo1-depleted JHY4D growth rescue, OD600; measured here: growth rescue at 24 h;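 0 is the plate mean of compound wells and units are plate SD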
# Starred values were filed as active, the others as inactive; · = no result given.
Insulin prom inh	SDO1 yeast rescue	SDO1 yeast rescue Rescue 24 h	SMILES
62	-0.12	-0.04	Cn1cccc1C(=O)NS(=O)(=O)c1ccccc1Cl
30	-0.32	-0.25	COC(=O)[C@@]1(Cc2ccc(OC)cc2)[C@H]2c3cc(C(=O)N(C)C)n(Cc4ccc(OC(F)(F)F)cc4)c3C[C@H]2CN1C(=O)c1ccccc1
-41	-0.54	0.8	Oc1ccc(-c2nc3ncccn3c2Nc2ccc3c(c2)OCCO3)cc1
-45	0.55	-0.11	CN(c1ccc(C(=O)NCc2ccncc2)cc1)S(C)(=O)=O
·	2.3	1.6	O=C(COC(=O)C1CC1)Nc1ccc(OC(F)F)cc1
-17	·	·	COc1ccc(NC(=O)Nc2ccncc2)c(OC)c1
35	1	0.13	O=C(NCC(c1cccs1)N1CCOCC1)c1ccco1 (stereo not given)
45	0.76	0.85	Cc1cccc(N(Cc2nnc3n2CCCCC3)C(=O)Nc2ccccc2)c1
·	-0.54	-1.3	COc1ccccc1C(=O)NCC(=O)OCc1ccc(Br)cc1
23	-1.3	-0.52	COc1ccc(NC(=O)c2ccccc2NC(=O)CSc2ccc(Cl)cc2)cc1
-119	·	·	CCC(=O)n1nc(-c2cccnc2)nc1NCc1cccs1
·	-1.6	-1.4	N#C/C(=C\C1CC=CCC1)c1nc2ccccc2[nH]1 (stereo not given)
-100	-0.25	-0.26	C(=N\Nc1nnnn1-c1ccccc1)/c1ccncc1
·	-1.8	-1.3	COc1ccc(S(=O)(=O)N(CC(C)C)CC(C)C)c2cccnc12
-45	-1.8	0.29	Cc1cccc(NC(=S)N/N=C/c2c[nH]c3ccccc23)c1
27	-0.64	-0.29	Brc1ccc(-c2nnc(-c3ccccc3Br)o2)cc1
0	0.69	0.21	Cc1ccc(C(=O)Nc2cccc(C(=O)O)c2)cc1S(=O)(=O)N1CCOCC1
·	0.29	-0.42	CCOC(=O)c1cc(C)n(-c2c(C)n(C)n(-c3ccccc3)c2=O)c1C
-64	0.97	0.25	Cc1cccc(NC(=O)CSc2nnc(-c3ccco3)o2)c1
-62	0.63	0.69	CCC(=O)N1CCN(CCN=CC2=C(O)CC(C)(C)CC2=O)CC1
-48	·	·	CC(=O)Nc1ccc2oc(C)nc2c1
-63	-2.1	-1.9	Cc1oc(CC(C)C)cc1C(=O)Nc1cccc2ccccc12
-35	-1.4	-1.6	O=C(CNC(=O)c1ccccc1F)N/N=C/c1cc(Br)ccc1OCc1ccccc1
·	-0.38	-0.32	Cc1ccc(C2CC(c3ccccc3)n3ncnc3N2)cc1 (stereo not given)
-8	·	·	Cc1ccccc1C(=O)Nc1ccc(C(=O)N/N=C/c2ccc(F)cc2)cc1
·	-1.4	-1.2	COc1ccc2[nH]c(C)c(CCN(Cc3cccs3)C(=S)Nc3ccccc3)c2c1
4	-0.37	-0.51	O=C(N/C(=C\c1ccc2c(c1)OCO2)C(=O)N1CCOCC1)c1cccs1
·	-0.64	0	Cc1cccc(-n2cnc3cc(C(=O)N4CCCCC4)ccc32)c1
·	-1.3	-0.91	CC1CCc2c(nc3ncnn3c2N2CCN(c3ccccc3)CC2)C1 (stereo not given)
-15	-0.42	-0.42	CCOC(=O)CCNC(=O)Nc1ccc2nc(C)n(Cc3cccc(Cl)c3)c(=O)c2c1
53	0.62	0.48	c1cncc(Nc2nc(-c3cccnc3)cs2)c1
·	-0.32	-1.1	COc1ccc(CNC(=O)C2CCC(CNc3c(N4CCOCC4)c(=O)c3=O)CC2)cc1 (stereo not given)
-50	-0.05	-1.5	CCN(CC)CCNC(=O)C(=O)NCC1OCCN1S(=O)(=O)c1ccc([N+](=O)[O-])cc1 (stereo not given)
-50	1.1	1.1	CCOC(=O)CN(C(=O)CSc1nnc(CNc2ccc(F)cc2)n1CC)c1ccc(F)cc1
-18	0.21	-0.61	CC(=O)c1c(C(C)=O)c(C)n(-c2cccc([N+](=O)[O-])c2)c1C
19	·	·	O=C(O)CCC(=O)Nc1ccccc1Oc1ccccc1
31	·	·	O=C(CSc1nnc(-c2ccc(F)cc2)o1)Nc1ccccc1N1CCOCC1
·	1.8	1.5	Cc1n[nH]c(=S)n1/N=C/c1ccc(Br)o1
-77	-0.92	-0.32	CCN(CC)S(=O)(=O)c1cccc(C(=O)Oc2cccc(NC(=O)c3cccs3)c2)c1
-20	-1.1	-0.93	Cc1ccc(C(C(=O)NC2CCCCC2)N(C(=O)Cc2c[nH]c3ccccc23)c2ccccc2)o1 (stereo not given)
-32	1.3	1.9	CCCC1(c2ccccc2)NC(=O)N(CC(=O)Nc2sc(-c3ccccc3)cc2C(=O)OCC)C1=O (stereo not given)
36	0.29	0.51	CN(CC(=O)Nc1cccnc1)S(=O)(=O)c1cc(Cl)ccc1Cl
23	1.5	1.6	COc1ccc(C2CC(C(F)(F)F)n3ncc(C(=O)Nc4cccc(O)c4)c3N2)cc1OC (stereo not given)
-4	-1.3	-0.64	COc1cccc(/C=N/n2c(-c3ccco3)nc3ccccc3c2=O)c1
-14	·	·	Cc1ccc(CNC(=O)CSc2nc3c(sc4ccccc43)c(=O)n2CCCN2CCCC2)cc1
32	-0.11	-0.22	CCCN(CCC)C(=O)Cn1c(=O)n(CCC(=O)NCCc2ccccc2)c(=O)c2ccccc21
-140	0.7	0.2	Cc1ccc2cc(CN(CCO)Cc3nnnn3Cc3ccc(F)cc3)c(=O)[nH]c2c1
-24	-0.44	-0.61	Cc1[nH]c2ccccc2c1C(=O)COC(=O)CCS(=O)(=O)c1ccccc1Cl
50	-0.25	0.18	COc1ccc(NC(=O)Nc2nnc(N3CCC(C)CC3)s2)cc1OC
0	·	·	Cc1ccc(CNC(=O)c2ccc[nH]2)cc1

# (next part)
Insulin prom inh	SDO1 yeast rescue	SDO1 yeast rescue Rescue 24 h	SMILES
-62	1.2	0.46	Cc1no[n+]([O-])c1COc1ccc(/C=C(\C#N)C(N)=O)cc1
·	0.63	0.65	O=C(COC(=O)c1nc(Cl)ccc1Cl)c1ccc(Cl)s1
·	1.1	1.1	Cc1ccc(CSc2nn3c(=O)c(C)nnc3s2)cc1
20	0.93	1.9	CCOC(=O)c1cc(NC(=O)c2cnccn2)cc(C(=O)OCC)c1
0	-0.68	-1.4	O=C(c1ccccc1Oc1ccccc1)N1CCN(c2ccccc2)CC1
-86	0.15	1.8	COc1cccc(NC(=O)COC(=O)COc2ccccc2[N+](=O)[O-])c1
0	1.7	5	COC(=O)c1ccc(COc2ccc(-c3nnn(CC(=O)NC(C)(C)C)n3)cc2)cc1
14	-1.8	-0.19	COc1ccc(C(=O)CN2C(=O)C(C)(C)Oc3ccc(C(=O)N4CCCCCC4)cc32)cc1
-24	-0.19	-0.05	COc1ccccc1-c1nnc(SCC(=O)N2CC(C)CC(C)C2)o1 (stereo not given)
12	0.25	-0.37	Cc1ccc(NC2OC(C(O)CO)C(O)C2O)cc1[N+](=O)[O-] (stereo not given)
46	0.8	-0.38	COc1ccc(C(=O)NC(CO)c2nnc(SCc3ccc(Cl)c(Cl)c3)n2C)cc1 (stereo not given)
·	1.2	1	OCCNCc1cc(Br)ccc1OCc1ccccc1Cl
·	0.57	-0.04	COc1ccc(N2CCN(CCCNC(=O)CN3CCN(Cc4ccccc4C)C3=O)CC2)cc1
-26	·	·	[O-]/C(=C(\C(=S)Nc1ccc(SC(F)F)cc1)[n+]1ccccc1)c1ccc(Cl)cc1Cl
57	-0.04	-0.37	COc1ccccc1C(OC(=O)c1ccco1)C(=O)NC(C)(C)C (stereo not given)
60	·	·	CCOC(=O)C1CCCN(CCC(=O)Nc2cc(C)cc(C)c2)C1 (stereo not given)
-29	-0.09	-0.12	COC(=O)c1ccc(OCc2cc(=O)n3ccsc3n2)cc1
3	-1.1	-0.65	COc1ccc(Oc2nnc(-c3ccccc3)cc2C#N)cc1
-10	-0.88	-0.65	Cc1ccc(N(Cc2ccco2)C(=O)c2cccc(S(=O)(=O)N(C)C)c2)cc1
27	0.33	0.02	O=C(CSc1nc2ccccc2[nH]1)N1CCCCC1
·	0.73	0.18	Cc1ccc(F)cc1NCC(=O)Nc1ccc(Cl)cc1F
-53	-0.63	-1	CCN(C(=O)Cc1cccs1)c1nnc(-c2cc(OC)c(OC)c(OC)c2)s1
17	0.69	-0.26	COc1c(Cl)cnn(-c2ccccc2)c1=O
-34	-0.75	-0.47	COc1cccc(C(=O)Nc2ccc(N3CCN(S(C)(=O)=O)CC3)cc2)c1
·	0.3	-0.06	COc1ccc(NC(=O)CSc2nc3c(c(=O)n2-c2ccccc2OC)SCC3)cc1
·	0.68	1.2	Cc1ccc(N2C(=O)c3ccccc3C2Nc2ccc(S(=O)(=O)N3CCOCC3)cc2)nc1 (stereo not given)
0	1.4	0.65	O=S(=O)(Cc1ccccc1)Nc1ccc(S(=O)(=O)NCC2CCCO2)cc1 (stereo not given)
-51	0.25	-0.01	NC(=O)CC1SC(N)=NC1=O (stereo not given)
·	0.04	-0.11	Nc1cc(OC(=O)c2cccs2)nn1S(=O)(=O)c1ccccc1
·	6.3	2.6	COc1cc(C(=O)NCc2cn3cccc(C)c3n2)cc(OC)c1OC
-47	-0.14	0.25	Cc1ccc(Oc2nn[nH]n2)cc1
19	-0.19	-0.27	O=C(COc1ccc(Br)cc1)Nc1cc(S(=O)(=O)N2CCCCC2)ccc1N1CCCCC1
·	-0.35	-0.54	Cc1ccccc1OCC(O)CN1CCN(CCN2C(=O)c3cccc4cccc(c34)C2=O)CC1 (stereo not given)
-12	1.2	1.7	Cc1c(CCC(=O)O)c(=O)oc2cc3occ(-c4ccc(F)cc4)c3cc12
24	-0.53	-0.91	O=C(CSCc1ccc(Cl)c(Cl)c1)Nc1c[nH]c(=O)[nH]c1=O
-27	-0.49	-0.27	CS(=O)(=O)N(Cc1ccc(C(=O)NCCSCc2ccco2)cc1)c1ccccc1
·	1.1	0.96	Cn1c(Cn2c(=O)sc3ccccc32)nnc1SCC(=O)NCc1ccc2c(c1)OCO2
50	-0.14	-0.12	CC1=C(/C=C/C(=O)O)C(C)(C)CCC1
-26	1.1	1.2	Cn1c(=O)c2c(ncn2CC(=O)N/N=C/C(Br)=C/c2ccccc2)n(C)c1=O
32	0.28	-0.31	CCOC(=O)c1[nH]nc(-c2c(O)cc(C)cc2O)c1-c1csc(C)n1

# Whole records as entered above. Order of screens: Insulin prom inh, SDO1 yeast rescue, SDO1 yeast rescue Rescue 24 h
# `O=C(COc1ccc(Br)cc1)Nc1cc(S(=O)(=O)N2CCCCC2)ccc1N1CCCCC1` as listed: 19, -0.19, -0.27
# `Cc1ccccc1OCC(O)CN1CCN(CCN2C(=O)c3cccc4cccc(c34)C2=O)CC1` (stereo not given) as listed: ·, -0.35, -0.54

# Next entries follow.
Insulin prom inh	SDO1 yeast rescue	SDO1 yeast rescue Rescue 24 h	SMILES
·	-0.15	-0.47	COc1ccc(OC)c(-c2cc(C(=O)Nc3c(C)n(C)n(-c4ccccc4)c3=O)no2)c1
-50	·	·	O=C(N/N=C/c1ccccn1)c1cccs1
-152	·	·	CCN(CC)C(=O)Cn1cc(SCC(=O)NCc2ccco2)c2ccccc21
·	-0.61	-0.24	O=C(OCC(=O)N1CCCc2ccccc21)C1CCN(S(=O)(=O)c2cccs2)CC1
11	1.1	1.8	C/C=C/C(=O)Nc1nnc(C(C)C)s1
10	-1.7	-1.1	O=S(=O)(c1ccc(N2CC=C(c3ccccc3)CC2)nc1)N1CCCC1
-11	-0.41	1.2	Cc1sc2nc(SCC(=O)C(C)(C)C)n(Cc3ccco3)c(=O)c2c1C
0	·	·	O=C(Cn1[nH]c(=O)c2ccccc2c1=O)Nc1cccc(S(=O)(=O)N2CCCCCC2)c1
·	-0.09	-0.57	COc1cccc(C2=CC(c3ccccc3)n3ncnc3N2)c1 (stereo not given)
8	·	·	COc1ccc(CCNC(=O)C(CC(C)C)NC(N)=O)cc1 (stereo not given)
-4	-1.3	-0.81	COc1cccc(-c2cc(C(=O)Nc3cc(C)nn3-c3ccccc3)no2)c1
·	-1.2	-0.88	COc1cc(NC(=O)C2CCCCC2)c(OC)cc1NC(=O)c1ccco1
50	·	·	CCOC(=O)c1c(NC(=O)CSc2cccc[n+]2[O-])sc(C(=O)Nc2ccccc2)c1C
·	-1.3	-0.83	CCOC(=O)c1ccc(-n2ccnc2)c(NC(=O)c2cccc(Br)c2)c1

# Some of the entries above in a different format:
# Below each SMILES: Insulin prom inh, SDO1 yeast rescue, SDO1 yeast rescue Rescue 24 h
COc1ccc(OC)c(-c2cc(C(=O)Nc3c(C)n(C)n(-c4ccccc4)c3=O)no2)c1
  ·, -0.15, -0.47
O=C(N/N=C/c1ccccn1)c1cccs1
  -50, ·, ·
CCN(CC)C(=O)Cn1cc(SCC(=O)NCc2ccco2)c2ccccc21
  -152, ·, ·
O=C(OCC(=O)N1CCCc2ccccc21)C1CCN(S(=O)(=O)c2cccs2)CC1
  ·, -0.61, -0.24
C/C=C/C(=O)Nc1nnc(C(C)C)s1
  11, 1.1, 1.8
O=S(=O)(c1ccc(N2CC=C(c3ccccc3)CC2)nc1)N1CCCC1
  10, -1.7, -1.1
Cc1sc2nc(SCC(=O)C(C)(C)C)n(Cc3ccco3)c(=O)c2c1C
  -11, -0.41, 1.2
O=C(Cn1[nH]c(=O)c2ccccc2c1=O)Nc1cccc(S(=O)(=O)N2CCCCCC2)c1
  0, ·, ·
COc1cccc(C2=CC(c3ccccc3)n3ncnc3N2)c1 (stereo not given)
  ·, -0.09, -0.57
COc1ccc(CCNC(=O)C(CC(C)C)NC(N)=O)cc1 (stereo not given)
  8, ·, ·
COc1cccc(-c2cc(C(=O)Nc3cc(C)nn3-c3ccccc3)no2)c1
  -4, -1.3, -0.81
COc1cc(NC(=O)C2CCCCC2)c(OC)cc1NC(=O)c1ccco1
  ·, -1.2, -0.88
CCOC(=O)c1c(NC(=O)CSc2cccc[n+]2[O-])sc(C(=O)Nc2ccccc2)c1C
  50, ·, ·
CCOC(=O)c1ccc(-n2ccnc2)c(NC(=O)c2cccc(Br)c2)c1
  ·, -1.3, -0.83

# Bioassay records from PubChem.
